GAA glycogen – GAA glycogen-cleavage inhibition or activation | Potency, µM (titrated, usually from 76.4 µM), for inactives: top-dose activity change, negative = inhibition, usual class: inhibitors | P10253 | actives 0.38% (n = 300,000) | recombinant GAA, glycogen substrate, Amplex Red glucose oxidase fluorescence; active = well fitted inhibition curve with a large enough effect; inconclusive = small, poorly fitted or top-dose-only effect, or another doubt; inactive = no such curve, though single readings can be large or run the other way;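 note: 0% = full enzyme reaction and -100% = no-enzyme basal signal; the screen sought inhibitors and activators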
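Natural-substrate format: glycogen cleavage by 4 nM human enzyme, glucose read by Amplex Red coupling (Ex 573, Em 610 nm). Normalized to enzyme and no-enzyme controls.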
Starred values were filed as active, the others as inactive; ? = inconclusive; [ ] = another dose, or the depositor's remark. Potency is the fitted concentration of half-maximal effect. The list is partial; rates above refer to the full screens.

structure,GAA glycogen
COC1(C(F)(F)F)NC(=O)N(c2ccc(F)cc2)C1=O (stereo not drawn),9%[76.3 µM]
CC(=O)Nc1ccc(Oc2ccc3c(c2)C(=O)NC3=O)cc1,0%[76.3 µM]
O=C1c2ccccc2CN1c1ccccc1,-4%[76.3 µM]
O=[N+]([O-])c1ccc(O)c(/C=N/n2c(-c3ccccc3)n[nH]c2=S)c1,-19%[76.3 µM]
O=C(N1CCOCC1)N1CCc2ccccc21,-3%[76.3 µM]
Brc1ccc(-c2nc3ccccn3c2Nc2ccc3c(c2)OCCO3)o1,?
CCCN(CCC)CC(O)Cn1cc(/C=C/C(=O)c2ccc(C)cc2)c2ccccc21 (stereo not drawn),-9%[76.3 µM]
Cc1c(CNCCc2ccc(S(N)(=O)=O)cc2)c(C(=O)O)c(C)n1Cc1ccc(Cl)cc1,50µM*

(cont.)
structure,GAA glycogen
Cc1ccc(C(=O)N/N=C/c2cc(Br)ccc2O)cn1,1%[76.3 µM]
Cc1ccc(S(=O)(=O)N2CCc3cc(C(=O)Nc4ccc(C)c(C)c4)ccc32)cc1,-3%[76.3 µM]
O=C(O)C1CCN(S(=O)(=O)c2ccc(N3CCCC3C(=O)O)c([N+](=O)[O-])c2)CC1 (stereo not drawn),0%[76.3 µM]
O=C(CSc1nnc(CNC(=O)c2ccc(F)cc2)o1)NCc1ccc2c(c1)OCO2,-6%[76.3 µM]
Cc1cc(C)n(CCNC(=O)C2CCC(=O)N(CC3CCCCC3)C2)n1 (stereo not drawn),1%[76.3 µM]
Cc1ccc2nc(Cl)c3cc(C(=O)N4CCCC(C)C4)sc3c2c1 (stereo not drawn),-10%[76.3 µM]
COc1cccc(-c2nnc(SCC(=O)NC3CCCCC3)o2)c1,-8%[76.3 µM]
COc1ccccc1NC(=O)c1ccc(S(=O)(=O)N2CCCC(C)C2)cc1 (stereo not drawn),-15%[76.3 µM]

Additional structures follow.
structure,GAA glycogen
Cc1cccn2cc(-c3cccc(S(=O)(=O)N4CCOCC4)c3)nc12,0%[76.3 µM]
CC(C)Sc1ncc(Cl)c(C(=O)Nc2ccc(S(=O)(=O)Nc3ncccn3)cc2)n1,-7%[76.3 µM]
CCOCCCNC(=O)CN1C(=O)COc2ccc(S(=O)(=O)N3CCC(C)CC3)cc21,-5%[76.3 µM]
CCc1c(C)nc(N2CCN(c3cccc(OC)c3)CC2)[nH]c1=O,17%[76.3 µM]
O=C(c1cc(-c2ccc(Cl)cc2)on1)N1CCCC1,5%
CC(NC(=O)c1cc(COc2cccc(C(F)(F)F)c2)on1)c1nccs1 (stereo not drawn),-16%[76.3 µM]
CCCCc1nnc(SCC(=O)Nc2nccs2)n1C,-3%[76.3 µM]
CC(O)c1ccc(Oc2cnccn2)cc1 (stereo not drawn),-1%

(next part)
structure,GAA glycogen
CCOc1cc(C2NC(=O)c3c(sc4c3CCN(C)C4)N2)ccc1OC(=O)c1ccc(Br)cc1 (stereo not drawn),-8%[76.3 µM]
CCn1cc(CN2CCC(C(=O)Nc3cccc(-c4cccc(F)c4)c3)CC2)cn1,8%[76.3 µM]
Cc1cc(Br)cc2c(C(=O)OCC(=O)c3ccccc3)cc(-c3ccccc3)nc12,-1%[76.3 µM]
COc1cc2c(cc1OC)C(C)N(S(=O)(=O)c1ccc(Cl)nc1)CC2 (stereo not drawn),-4%[76.3 µM]
CCN1C(=O)c2ccccc2S(=O)c2ccc(C(=O)N3CCN(c4ccccc4)CC3)cc21 (stereo not drawn),-4%[76.3 µM]
CC(NC(=O)[C@H](C)NC(=O)[C@@H]1CSC2c3ccccc3C(=O)N21)c1ccccc1 (stereo partly drawn),2%[76.3 µM]
O=C(Nc1cccc(-c2csc(Nc3ccccc3)n2)c1)c1cc([N+](=O)[O-])cc(C(F)(F)F)c1,-10%[76.3 µM]
COc1ccc(CCNC(=O)C/C(C)=N/NC(=O)c2ccc([N+](=O)[O-])cc2Cl)cc1OC,2%

(cont.)
structure,GAA glycogen
CCC1COCCS(=O)(=O)N1Cc1ccc(C)cc1 (stereo not drawn),0%[76.3 µM]
Cc1ccc(-n2nc(C)c3c(C)c(CCC(=O)NCc4ccccc4Cl)c(C)nc32)cc1C,18%[76.3 µM]
Cc1ccc(-c2cc(NC(=O)c3ccccc3)on2)cc1,2%
Cc1c(CN(C)C(=O)c2cc(-c3ccccc3)nc3ccc(Br)cc23)cnn1C,-17%[76.3 µM]
CCC(=O)N1c2ccc(S(=O)(=O)CCC(=O)NCc3cccc(OC)c3)cc2CC1C (stereo not drawn),1%[76.3 µM]
Cc1cccc(NC(=O)c2oc3ccccc3c2NC(=O)Cc2coc3ccc(C(C)C)cc23)c1,-3%[76.3 µM]
CCOC(=O)C1(CCCc2ccccc2)CCN(C(=O)c2cc(C)nn2CC)CC1,-12%[76.3 µM]
Cn1nc(C(=O)Nc2cccc(C(F)(F)F)c2)c2c1-c1ccccc1S(=O)(=O)C2,-8%[76.3 µM]

(more compounds)
structure,GAA glycogen
Cc1cc(Cl)ccc1C(=O)C1CCCN(C(=O)CN2CCOC2=O)C1 (stereo not drawn),2%[76.3 µM]
Cn1c(=O)oc2cc(S(=O)(=O)N3CCC(C(=O)N4CCN(c5ccc(Cl)cc5)CC4)CC3)ccc21,-7%[76.3 µM]
COc1ccccc1N1CCN(S(=O)(=O)c2c(C)sc3ncn(CC(=O)Nc4ccc(C(C)C)cc4)c(=O)c23)CC1,-8%[76.3 µM]
CC(CCc1ccccc1)NC(=O)Cn1ncc2c3ccccc3n(Cc3cccc(Cl)c3)c2c1=O (stereo not drawn),8%[76.3 µM]
Cc1ccccc1C(=O)n1nc(-c2cccnc2)nc1NCc1ccc(F)cc1,10%[76.3 µM]
CCc1ccccc1NC(=O)c1sc(-n2nc(C)c(Cc3ccc4c(c3)OCO4)c2C)nc1C,4%[76.3 µM]
Cc1ccccc1C(=O)Nc1ccccc1-c1nc(-c2ccccc2)no1,-3%[76.3 µM]
CCOC(=O)c1ccc(NC(=O)NNS(=O)(=O)c2cc(OC)ccc2OC)cc1,-29%[76.3 µM]

Overlap with the part before: 3 compounds, followed by the next part.
structure,GAA glycogen
CCc1ccccc1NC(=O)c1sc(-n2nc(C)c(Cc3ccc4c(c3)OCO4)c2C)nc1C,4%[76.3 µM]
Cc1ccccc1C(=O)Nc1ccccc1-c1nc(-c2ccccc2)no1,-3%[76.3 µM]
CCOC(=O)c1ccc(NC(=O)NNS(=O)(=O)c2cc(OC)ccc2OC)cc1,-29%[76.3 µM]
COC(=O)c1cccc(NC(=O)c2cccc([N+](=O)[O-])c2)c1,-18%[76.3 µM]
Cc1ccsc1CCN1C(=O)N(c2ccccc2)C(=O)C1CC(=O)Nc1ccc(F)cc1 (stereo not drawn),-15%[76.3 µM]
O=C(c1ccc(Br)cc1)c1cc2ccc(O)cc2oc1=O,-2%
CC(=O)Nc1ccccc1-c1nc2cc(C#N)c(C#N)cc2[nH]c1=O,-4%
CCn1cc(C(=O)NCCc2ccc(Cl)cc2)c(=O)c2ccc(C)nc21,-1%
O=C(CSc1cn(CC(=O)N2CCCCCC2)c2ccccc12)Nc1ccccc1F,14%[76.3 µM]
O=c1ccc(-c2ccc(S(=O)(=O)Nc3ccc(F)cc3)s2)n[nH]1,-11%[76.3 µM]
Cc1cc(Cl)c(OCCOCCN2CCN(C)CC2)c(Br)c1,-12%[76.3 µM]

(listing goes on)
structure,GAA glycogen
CCCCOc1ccc(C(=O)N(Cc2ccco2)C2CCS(=O)(=O)C2)cc1 (stereo not drawn),0%[76.3 µM]
O=C(c1ccccc1Br)N(Cc1ccco1)C1CCS(=O)(=O)C1 (stereo not drawn),18%[76.3 µM]
CN1CCN(NC(=O)Nc2ccc(Br)cc2Cl)CC1,-11%[76.3 µM]
CCOC(=O)c1c(C)[nH]c(C)c1S(=O)(=O)NCCc1ccco1,-3%[76.3 µM]
O=S(=O)(c1ccc(F)cc1)N(Cc1nc(-c2ccccc2)no1)C1CCCCC1,7%[76.3 µM]
CC(=O)C(C)Sc1nnc(-c2ccccc2F)n1C1CC1 (stereo not drawn),3%
CC(=O)N1c2ccc(S(=O)(=O)N3CCC(C(=O)NC4CCCC(C)C4C)CC3)cc2CC1C (stereo not drawn),-9%[76.3 µM]
Cc1ccc(N(C(=O)c2csnn2)C(C(=O)NC2CCCC2)c2ccccn2)c(C)c1 (stereo not drawn),-1%[76.3 µM]

Later entries.
structure,GAA glycogen
CCOc1ccccc1OCCCNCc1ccccc1,13%[76.3 µM]
COc1cccc(-c2cn3c(n2)sc2cc(C(=O)NCCCc4ccccc4)ccc23)c1,2%[76.3 µM]
O=C(NCc1ccccn1)Nc1ccc(Br)cc1,13%[76.3 µM]
Cc1cc(C)n2nc(C(=O)N3CCCC(N4CCN(c5ccccc5C)CC4)C3)cc2n1 (stereo not drawn),-12%[76.3 µM]
COc1cc(C(=O)NCCNC(=O)c2cc(OC)c(C)c(OC)c2)cc(OC)c1C,4%[76.3 µM]
COc1ccc(NC(=O)c2cc(=O)c3ccc(C)c(C)c3o2)cc1Cl,15%[76.3 µM]
CC1=C(c2ccccc2)SC2=NCCN21,3%
CCCCNC(=O)C1CC(=O)N(CCc2ccc(C)cc2)C1 (stereo not drawn),-4%

Additional records.
structure,GAA glycogen
Cc1cc(OCc2cc(C(=O)N(C)Cc3nonc3C)no2)cc(C)c1Cl,-9%[76.3 µM]
CCc1nn(CC(=O)Nc2c(C)cccc2C)c(=O)c2cc3sccc3n12,3%[76.3 µM]
CCOc1ccc(N(C(C)C(=O)N2CCOCC2)S(C)(=O)=O)cc1 (stereo not drawn),-8%[76.3 µM]
COc1ccc(NC(=O)Cn2c(=O)c3cccn3c3ccccc32)cc1Cl,2%[76.3 µM]
CCc1ccc(S(=O)(=O)c2cn(CC)c3cc(N4CCOCC4)c(F)cc3c2=O)cc1,-10%[76.3 µM]
Cc1ccc[n+](CC(=O)Nc2ccc([N+](=O)[O-])cc2)c1,17%[76.3 µM]
Cn1nc(C(=O)N2CCN(c3ccccc3F)CC2)c2c1-c1ccccc1S(=O)(=O)C2,-22%[76.3 µM]
O=C(Cc1ccc(F)cc1)Nc1ccc(Cl)cn1,-1%[76.3 µM]

Other results.
structure,GAA glycogen
COCCNC(=S)NNC(=O)c1cc(-c2cccnc2)nc2ccccc12,?
CCN(CC)S(=O)(=O)c1ccc(C(=O)NNC2=NS(=O)(=O)c3ccccc32)cc1,-5%
CCCOc1ccc(-c2nonc2NC(=O)c2oc3ccc(Cl)cc3c2C)cc1OCCC,-6%[76.3 µM]
CCCCSc1nc2sc3c(c2c(=O)n1-c1ccccc1C)CC(C)(C)OC3,20%[76.3 µM]
O=C(NC12CC3CC(CC(C3)C1)C2)c1ccc([N+](=O)[O-])cc1,-12%[76.3 µM]
CCn1nc(C)c(CN2CCC(C(=O)Nc3cccc(-c4cccc(Cl)c4)c3)CC2)c1C,0%[76.3 µM]
Cc1ccccc1-c1nc(CS(=O)(=O)CC(=O)NCc2ccc(F)cc2)c(C)o1,11%[76.3 µM]
COc1ccccc1C(CNc1ncnc2sc(C)c(C)c12)N(C)C (stereo not drawn),-2%

Later entries
structure,GAA glycogen
Cc1cccc(CCNS(=O)(=O)c2ccc3c(c2)NC(=O)C(C)S3)c1 (stereo not drawn),10%[76.3 µM]
O=C(NCc1ccccc1Cl)C1CCCN(C(=O)c2cnn(-c3ccccc3)c2-n2cccc2)C1 (stereo not drawn),-12%[76.3 µM]
COC(=O)CN(C)C(=O)c1ccc2nc(Cc3cccc(Cl)c3)oc2c1,-15%[76.3 µM]
Cc1ccc(C(=O)N/C(=C\c2cn(C)c3ccccc23)C(=O)NCCCN2CCOCC2)cc1,6%[76.3 µM]
CCc1ccc(C2CC(=O)Oc3c2c(=O)n(C)c2ccccc32)cc1 (stereo not drawn),2%[76.3 µM]
COc1ccccc1C(=O)Nc1cc2c(cc1N1CCCCC1)n(C)c(=O)n2C,15%[76.3 µM]
CC(=O)c1ccc(NC(=O)c2cccc(NC(=O)c3ccccc3)c2)cc1,-1%[76.3 µM]
Cc1ccc(C23CC4CC(CC(C(=O)NN)(C4)C2)C3)cc1,-5%[76.3 µM]

Retrieved by structure from the entries so far (7):
structure,GAA glycogen
COc1ccccc1C(CNc1ncnc2sc(C)c(C)c12)N(C)C (stereo not drawn),-2%
CCc1c(C)nc(N2CCN(c3cccc(OC)c3)CC2)[nH]c1=O,17%[76.3 µM]
Cn1nc(C(=O)Nc2cccc(C(F)(F)F)c2)c2c1-c1ccccc1S(=O)(=O)C2,-8%[76.3 µM]
CCc1ccccc1NC(=O)c1sc(-n2nc(C)c(Cc3ccc4c(c3)OCO4)c2C)nc1C,4%[76.3 µM]
CCOCCCNC(=O)CN1C(=O)COc2ccc(S(=O)(=O)N3CCC(C)CC3)cc21,-5%[76.3 µM]
CC(=O)c1ccc(NC(=O)c2cccc(NC(=O)c3ccccc3)c2)cc1,-1%[76.3 µM]
CCOC(=O)c1ccc(NC(=O)NNS(=O)(=O)c2cc(OC)ccc2OC)cc1,-29%[76.3 µM]

Additional entries follow:
structure,GAA glycogen
COc1ccc(-c2nc(-c3ccccc3)c(-c3ccc(F)cc3)[nH]2)c(OC)c1C,-15%[76.3 µM]
CC1CCN(C(=O)Cn2c(=O)n(-c3ccc(Cl)cc3)c(=O)c3c4c(sc32)CCC4)CC1,-18%[76.3 µM]
COc1ccccc1CNC(=O)c1ccc(CS(=O)c2ccccc2Cl)o1 (stereo not drawn),0%[76.3 µM]
COCCN(C(=O)CSc1nnc(-c2cccc(F)c2)n1N)c1c(N)n(CC(C)C)c(=O)[nH]c1=O,3%[76.3 µM]
COc1cccc(NC(=O)CSc2nnnn2C2CCCC2)c1,0%
COc1cccc(NC(=O)CCCn2nc(C)c3c(C)n(-c4ccccc4)nc3c2=O)c1,0%[76.3 µM]

Screens: PubChem BioAssay, National Center for Advancing Translational Sciences (NCATS)
